Assay outcomes: PubChem, National Center for Advancing Translational Sciences (NCATS)
15-hLO-2 inh = inhibitors of human 15-lipoxygenase 2 (ALOX15B); 0.56% of 110,000 active; Potency, µM (titrated, usually from 57.1 µM), inactives show at the highest dose activity change, negative = inhibition, actives largely listed as inhibitors; AID 881; purified 15hLO-2, xylenol orange hydroperoxide absorbance; O15296; note: potency is the fitted concentration of half-maximal effect; nearly all actives have a fitted effect of over 60% in size; many of its hits are not listed in these tables
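Purified human 15hLO-2 (50 nM) preincubated 15 min with compound, then 45 uM arachidonic acid for 90 min at RT in 25 mM Hepes pH 7.5, 0.01% Triton X-100. Hydroperoxide detected by Fe-xylenol orange; 573/405 nm absorbance ratio.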
IMPase inh = membrane-permeable compound that blocks inositol monophosphatase | P97697 | CHO-M1 cells, IP1 accumulation, HTRF TR-FRET ratio | inhibition (IP1 accumulation), % at 46.1 µM | 120,000 tested, under 10 active; active = well fitted curve in the direction sought with a large enough effect in the signal ratio, not every such curve was filed as active; inconclusive = small, poorly fitted or top-dose-only effect, or a change in a side signal; inactive = no such curve, though single readings can be large or run the other way; the % refers to the signal ratio;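 note: cells stimulated with carbachol in lithium chloride buffer; plate controls were DMSO basal wells for no effect and reference inhibitor wells for full effect; higher means more IMPase inhibition seen as more IP1 and lower FRET ratio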
Target sequence (P97697 whole entry, looked up): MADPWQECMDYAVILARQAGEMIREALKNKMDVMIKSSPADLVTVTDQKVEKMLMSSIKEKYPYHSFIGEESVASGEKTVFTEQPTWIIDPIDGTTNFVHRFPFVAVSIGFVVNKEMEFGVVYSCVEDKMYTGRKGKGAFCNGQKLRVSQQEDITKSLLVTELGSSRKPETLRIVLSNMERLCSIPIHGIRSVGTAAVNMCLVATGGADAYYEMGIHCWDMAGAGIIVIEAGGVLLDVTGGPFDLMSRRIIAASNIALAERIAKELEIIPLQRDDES
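In this qHTS, compounds (final up to 46 uM) act on CHO-M1 cells that are then activated through the M1 receptor with carbachol, in pH 7.4 buffer containing 50 mM LiCl, for 30 min. IP1 accumulation is quantified by the IP-One immunoassay.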
12-hLO inh = 12-hLO (ALOX12) enzyme inhibition. purified 12-hLO, xylenol orange hydroperoxide absorbance. Potency, µM (highest dose often 57.1 µM), for the others: at the top dose activity change, negative = inhibition, hits mostly inhibitors. 0.12% of 150,000 active. AID 1452; note: potency is the fitted concentration of half-maximal effect; nearly all actives have a fitted effect of over 55% in size; many of its hits are not listed in these tables
Target sequence (P18054 whole entry, looked up): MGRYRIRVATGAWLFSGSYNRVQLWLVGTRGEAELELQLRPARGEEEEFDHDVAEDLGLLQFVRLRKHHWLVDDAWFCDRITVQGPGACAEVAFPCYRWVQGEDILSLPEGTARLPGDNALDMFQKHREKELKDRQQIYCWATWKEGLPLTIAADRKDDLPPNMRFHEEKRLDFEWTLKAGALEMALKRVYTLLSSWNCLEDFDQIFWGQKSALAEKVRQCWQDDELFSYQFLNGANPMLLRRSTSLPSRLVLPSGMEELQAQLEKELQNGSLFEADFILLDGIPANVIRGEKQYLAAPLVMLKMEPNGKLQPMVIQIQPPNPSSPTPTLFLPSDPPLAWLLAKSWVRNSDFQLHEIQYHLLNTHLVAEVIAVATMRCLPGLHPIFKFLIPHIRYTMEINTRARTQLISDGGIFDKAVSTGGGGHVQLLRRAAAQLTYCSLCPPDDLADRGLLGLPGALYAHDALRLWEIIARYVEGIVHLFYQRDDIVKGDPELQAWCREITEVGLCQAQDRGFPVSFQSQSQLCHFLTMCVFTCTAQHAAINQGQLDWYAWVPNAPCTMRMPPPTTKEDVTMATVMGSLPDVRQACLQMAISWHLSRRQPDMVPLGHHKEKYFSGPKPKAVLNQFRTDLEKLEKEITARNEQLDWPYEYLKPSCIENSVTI
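Hydroperoxide formation by human 12-lipoxygenase from 40 uM arachidonic acid was followed colorimetrically via ferric-xylenol orange complex, using the 573/405 nm absorbance ratio. Enzyme concentration was 150 nM, with 30 min reaction at room temperature.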
PNC assembly inh = inhibitors of perinucleolar compartment assembly | PC3M PTB-GFP, PNC prevalence imaging, 16 h; hits give low values | activity change (PNC), negative = inhibition, % at 10 µM | 3.1% of 140,000 active;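 active = readout at or below -70, meaning at least 70% loss of cells showing the perinucleolar compartment, a nuclear body marking cancer cells; inconclusive = readout between -30 and a set limit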;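 note: plate controls were DMSO wells for no effect and camptothecin positive control wells for full effect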
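Compounds are pinned in duplicate onto adhered PC3M cells stably expressing GFP-tagged PTB and incubated 16 h at 37 C. Cells are then fixed, nuclei stained with Hoechst, and PNC-positive cells counted.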
* marks the source's active call; other numbers are inactive results; ? = inconclusive; / = not tested or not shown; [ ] = remark or other dose. Unless noted, calls come from the whole dose curve; as a rule, active = well fitted curve in the direction sought with a large enough effect; inconclusive = small, poorly fitted or top-dose-only effect, or another doubt; inactive = no such curve, though single readings can be large; an effect the other way counts as inactive or inconclusive. Unless noted, % is set by controls: 0 for no effect and ±100 for the full control effect.

SMILES	15-hLO-2 inh	IMPase inh	12-hLO inh	PNC assembly inh
Cc1csc(NC(=O)c2cc(-c3ccccc3)nc3ccccc23)n1	/	10	-18%	-28
CCCCN1C(=O)C2NN=C(C(=O)OCC)C2C1=O (configuration not stated)	18%	-1	7%	63
CSc1ccccc1NC(=O)c1cnc2n(c1=O)CCS2	-7%	-1	-8%	8
O=C(NNC(=S)Nc1ccccc1)c1ccco1	/	6	3%	36
O=C(CSc1nnc(-c2ccco2)o1)NC1CC2CCC1C2 (configuration not stated)	-4%	-4	0%	41
COc1ccc(-c2nc3c(c(=O)[nH]c(=O)n3Cc3ccccc3)n2Cc2ccccc2)cc1	-15%	-3	-3%	5
CCN(CC)CC(=O)Nc1nc(-c2ccc(Cl)cc2)cs1	22%	-10	-4%	-15
CC(C)COC(=O)OCN1C(=O)CN(CCN2CC(=O)N(COC(=O)OCC(C)C)C(=O)C2)CC1=O	27%	7	-9%	/
CCc1cccc2c(C#N)cn(CCOc3ccccc3OC)c12	0%	12	5%	38
CCN1CCN(c2cc(-c3ccccc3)nc3cc(-c4cccc(F)c4)nn23)CC1	/	1	-5%	-3

The results go on.
SMILES	15-hLO-2 inh	IMPase inh	12-hLO inh	PNC assembly inh
O=C(NCCCn1ccnc1)c1cc(C(=O)C2CC2)c[nH]1	6%	-4	4%	?
COCc1[nH]nc2c1C(c1ccc(OC)cc1)C(C#N)=C(N)O2 (configuration not stated)	-3%	-8	-5%	?
CCOC(=O)N/N=C/c1ccc(N2CCOCC2)s1	/	32[activator]	-3%	25
O=C(NC(Cc1ccccc1)c1ccc2c(c1)OCCCO2)c1ccccc1F (configuration not stated)	-2%	3	2%	?
Cc1ccc(NCCC(=O)c2ccc(Br)cc2)cc1	-16%	4	10%	-4
C=CCn1c(SCc2nc(N)nc(N(C)C)n2)nnc1-c1cccnc1	-10%	-4	-6%	3
CN1CCOCCOCCN(C)C1=O	1%	5	10%	-8
CCOc1cc(C(N)=O)cc(Br)c1OCC	1%	-8	5%	12
CCCOc1ccc2ccccc2c1/C=N/n1c(C)nnc1-n1nc(C)cc1C	-6%	10	-8%	1
O=C(Cn1c(=O)sc2ccccc21)Nc1ccccc1	-2%	9	-1%	22

Other structures
SMILES	15-hLO-2 inh	IMPase inh	12-hLO inh	PNC assembly inh
CO/N=C(\Cn1ncc(N2CCCC2)c(Cl)c1=O)c1ccc(Cl)cc1	-7%	4	-11%	?
COc1cccc(N(C(=O)c2cccs2)c2nc3ccccc3s2)c1	-1%	23	-5%	38
O=C(Nc1ccc(/C=C/c2nc3ccccc3o2)cc1)c1ccc(F)cc1	/	10	3%	-17
Cc1cc2nnc(SCCCCN3C(=O)c4ccccc4C3=O)n2c2ccccc12	-6%	-5	2%	?
Cc1cc(=O)[nH]c(N2CCN(C(c3ccccc3)c3ccccc3)CC2)n1	4%	21	0%	-22
Nc1nc(N2CCCCC2)nc(N(c2ccccc2)c2ccccc2)n1	2%	1	-6%	?
CCC(=O)c1ccc(Oc2ccc(C(=O)c3ccc(C)cc3)cc2[N+](=O)[O-])cc1	/	/	-2%	-17
Cc1cc(Nc2ccccc2)c2c([N+](=O)[O-])ccc(C)c2n1	/	6	-11%	?
CCOc1cc(/C=N/O)cc(Br)c1OCc1ccc(Cl)cc1	20%	19	-4%	77
C=CCOc1nc2c(c(=O)n(C)c(=O)n2C)n1Cc1c(Cl)cccc1Cl	6%	12	6%	111

Other results:
SMILES	15-hLO-2 inh	IMPase inh	12-hLO inh	PNC assembly inh
CCOc1ccccc1NC(=O)C1CCN(C(=O)NCc2ccccc2)CC1	/	8	4%	4
COc1ccc(N2CCN(c3ncnc4c3[nH]c3ccccc34)CC2)cc1	42%[activator]	-4	-7%	-14
CC(C)Cn1cnc2sc3c(c2c1=N)CCCC3	0%	0	-5%	-16
COc1ccccc1-c1cc(C(=O)NCCCn2ccnc2)no1	33%[activator]	-3	5%	-20
CSCc1ccc(C(=O)Nc2cc(C)cc(C)c2)cc1	/	/	-3%	?
CCOC(=O)N1CCC(Nc2c(NCCCOC)c(=O)c2=O)CC1	3%[11.4 µM]	0[1.84 µM]	0%	?
Cc1c(C#N)c(N=CN(C)C)c(C(=O)c2ccccc2)n1-c1ccccc1	0%	-4	5%	26
COc1ccc(C(=O)N2CCC[C@@]3(CCN(Cc4ccc(C#N)cc4)C3)C2)cc1	8%	/	-1%	/
O=C(NCc1ccc(N2CCCC2=O)cc1)NC1CCCCC1	-2%	-5	-2%	-1
S=C(NCCc1ccccc1)N1CCN(C(c2ccccc2)c2ccccc2)CC1	/	/	-6%	26

Next results follow.
SMILES	15-hLO-2 inh	IMPase inh	12-hLO inh	PNC assembly inh
Nc1c(-c2ccccc2)c(CSc2nc3ccccc3[nH]2)nn1-c1cccc(Cl)c1	/	/	0%	34
CCOc1ccc(-c2nnc(-c3cccs3)o2)cc1	5%	4	-3%	-12
COc1cc(C)ccc1OCCOCCOc1ccc([N+](=O)[O-])cc1	/	/	-1%	-16
CCCc1cc2c(cc1NC(=O)c1ccc(C)cc1)OCO2	-8%	-1	6%	11
Cc1nnc(NC(=O)Cn2cnc3c2c(=O)n(C)c(=O)n3C)s1	/	?	-4%	-9
O=C(NC(=S)NCC1CCCO1)C(c1ccccc1)c1ccccc1 (configuration not stated)	/	/	0%	35
Cc1ccc(-c2nnc(SCC(=O)NC3CCS(=O)(=O)C3)nc2-c2ccc(C)cc2)cc1 (configuration not stated)	/	/	-1%	-25
Cc1nc2ccccc2cc1OCc1ccc(F)cc1	17%	2	1%	41
O=C(Cc1cccc2ccccc12)Nc1ccc(-c2cc3ccccc3oc2=O)cc1	-8%[11.4 µM]	3[1.84 µM]	1%	-83*
CCN(CCC(=O)Nc1ccc(Br)c(C)c1)Cc1ccccc1	22%	1	-1%	-5

A draw from above in order of molar mass, lowest first.
SMILES	15-hLO-2 inh	IMPase inh	12-hLO inh	PNC assembly inh
CCOc1ccc(-c2nnc(-c3cccs3)o2)cc1	5%	4	-3%	-12
CCOc1cc(/C=N/O)cc(Br)c1OCc1ccc(Cl)cc1	20%	19	-4%	77
Cc1cc2nnc(SCCCCN3C(=O)c4ccccc4C3=O)n2c2ccccc12	-6%	-5	2%	?

(next part)
SMILES	15-hLO-2 inh	IMPase inh	12-hLO inh	PNC assembly inh
Cc1ccc(-c2cc(C)nc3nc(N)nn23)cc1	8%	-3	7%	15
COc1ccc(C(=O)Nc2nc3ccc(S(C)(=O)=O)cc3s2)cc1	/	?	3%	273
CCOC(=O)c1cc2c(ccn2C)n1CC(=O)N1CCC(Cc2ccccc2)CC1	-16%	-2	-12%	38
Cc1cc(C)n(-c2ccc(C(=O)Nc3nnc(C4CC4)s3)cc2)n1	1%	-5	4%	?
CCOc1ccc(S(=O)(=O)Nc2ccccn2)c2ccccc12	/	1	-4%	89
CN[C@]1(C)[C@@H]2CC[C@@H](C2)C1(C)C	-4%	-1	-3%	/
CCCN(CCC)CCCNS(=O)(=O)c1ccc2c(c1)oc(=O)n2C	1%	-1	-3%	-1
COc1cccc(NC(=O)COc2ccc(C)cc2)c1	/	7	1%	22
O=S(=O)(NCc1cccnc1)c1cccs1	-6%	6	0%	?
CC(=O)NC(CC(=O)NC1CCCCCC1)c1ccccc1 (configuration not stated)	/	/	-1%	?

Additional entries.
SMILES	15-hLO-2 inh	IMPase inh	12-hLO inh	PNC assembly inh
C=CCn1c(=N)n(CC(O)COc2ccc(OC)cc2)c2ccccc21 (configuration not stated)	/	5	1%	59
CC(C)Cn1c(N)c(C(=O)COC(=O)c2cc(-c3ccco3)nc3ccccc23)c(=O)n(C)c1=O	-7%	-4	-13%	-29
CCC(C)Sc1nnc(Cc2cc(=O)[nH]c(=O)[nH]2)n1-c1ccc(F)cc1 (configuration not stated)	-7%	-3	0%	8
CCC(=C(CC)c1ccc(O)cc1)c1ccc(O)cc1	?	2[20.6 µM]	-13%[25.6 µM]	/
CCOCCCn1c(SCC(=O)NC(C)(C)C)nc2ccccc2c1=O	11%	4	-4%	-26
CC(=O)N1CCC2(CC1)CCN(c1ccc(-c3ccccc3)cc1)CC2	0%	/	?	/
OCC12COC(c3ccccc3)N1C(c1ccccc1)OC2 (configuration not stated)	4%	1	-4%	30
COc1ccc(CS(=O)(=O)/C(Cl)=C(/Cl)C(=O)Nc2ccc(OC)nc2)cc1	1%	14	-11%	-6
CCOC(=O)c1ccc(NC2OC(=O)c3ccccc32)cc1 (configuration not stated)	1%	2	2%	-94*
COc1ccc(C2=NCCc3cc(OC)c(OC)cc32)cc1OC	/	/	0%	-20

Continuation.
SMILES	15-hLO-2 inh	IMPase inh	12-hLO inh	PNC assembly inh
N#Cc1c(NC(=O)CN2CCN(C(=O)c3ccco3)CC2)sc2c1CCCCC2	6%	8	1%	-26
O=C(C1CCCO1)N1CCN(Cc2nc3ccccc3c(=O)[nH]2)CC1 (configuration not stated)	-8%	-5	-1%	-135*
CCOC(=O)CSc1nc2c(sc(=S)n2Cc2ccco2)c(=O)n1-c1ccc(F)cc1	-17%	15	-5%	9
CCC(Sc1nc2n[nH]c(C)c2c(=N)n1-c1ccc(C)c(Cl)c1)C(=O)N1CCOCC1 (configuration not stated)	-2%	5	3%	-27
Cc1ccccc1N(CC(=O)N/N=C/c1ccccc1Cl)C(=O)c1ccccc1	-11%	7	5%	?
O=C(CCC(=O)OCc1ccc(C(=O)Oc2ccc(Cl)cc2)cc1)Nc1ccccc1	/	10	0%	109
COc1ccc(Cn2nnnc2CN(Cc2cc3cc(C)ccc3[nH]c2=O)C2CCCC2)cc1	4%[2.29 µM]	5	-5%	?
O=C(NNc1cccc(Cl)n1)c1c(Cl)cccc1Cl	-24%	3	-5%	105
O=C(Cc1sc(-c2ccccc2Cl)nc1-c1ccccc1)Nc1ccc(F)cc1	-21%	4	-5%	17
COc1ccc(OC)c(-n2c(=O)c3ccccc3c3ccccc3c2=O)c1	/	-1	-3%	97

The results go on.
SMILES	15-hLO-2 inh	IMPase inh	12-hLO inh	PNC assembly inh
O=C(Nc1ccccn1)c1ccc([N+](=O)[O-])o1	/	/	-3%	?
Cc1oc(-c2cccs2)nc1CSCC(=O)NC1CC1	-2%	2	0%	?
Cc1cc(C)cc(NC(=O)c2cc(S(=O)(=O)NCc3ccco3)ccc2F)c1	1%	-17	-12%	-25
Cc1cc(C(=O)Cn2ncc(Cl)c(Cl)c2=O)c(C)n1CC(F)(F)F	/	0	1%	-23
COc1ccc(Cc2nc(-c3ccc(Br)cc3)no2)cc1	17%	0	-8%	-9
O=C(CSc1nncn1-c1ccccc1)NC1CCCc2ccccc21 (configuration not stated)	/	-2	-4%	42
O=C(O)CCC(=O)NCc1ccc(F)cc1	3%	6	2%	17
CCN(CC)S(=O)(=O)c1cccc(C(=O)NC(Cc2c[nH]c3ccccc23)c2nnc3n2CCCCC3)c1 (configuration not stated)	18%	-14	2%	91
Cc1ccc2[nH]c(=O)c(CN(CCc3ccccc3)C(=O)N3CCOCC3)cc2c1	6%	-1	5%	-10
COc1cccc2sc(N(C)c3ccccc3)nc12	5%	7	12%	3

Continued:
SMILES	15-hLO-2 inh	IMPase inh	12-hLO inh	PNC assembly inh
Cc1c(Cl)c([N+](=O)[O-])nn1Cc1ccc(C(=O)N/N=C\c2ccccn2)o1	/	/	-5%	-29
O=S(=O)(c1ccc2ccccc2c1)N1CCN(C2Cc3ccccc3C2)CC1	/	/	-6%	-7
Clc1cccc(Oc2cnns2)c1Cl	-6%	-4	-10%	?
O=C(N1CCOCC1)n1cnc2ccccc21	/	-5	6%	-100*
CC(=O)Nc1ccc(NS(=O)(=O)c2ccc(Cl)c(C(=O)O)c2)cc1	-4%	-10	3%	21
Cc1ccccc1Cc1c(C)nc2c(C(=O)NCc3ccco3)cnn2c1C	-27%	2	-7%	?
Clc1ccc(Cl)c(-c2nn3c(COc4ccccc4)nnc3s2)c1	-9%	4	-9%	-2
COc1ccc(OC)c(-n2cnc3cc(C(=O)O)ccc32)c1	-7%	0	-1%	-5

This is a subset; rates above refer to the full screens.
